# Assay outcomes: PubChem, several laboratories
# UHRF1 MBD2 ctr: blocks human UHRF1 binding to methylated DNA; Q96T88; UHRF1 binding to methylated oligo, TR-FRET; inhibition, % at 4.4 µM; 370,000 tested, 0.75% active; in the data active = inhibition above about 21%;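 also: UHRF1 SRA domain binding a hemimethylated CpG hairpin DNA probe; 0% = median of test compound wells and 100% = reference inhibitor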
# Target sequence (Q96T88 whole entry, looked up, the tested form may be a part): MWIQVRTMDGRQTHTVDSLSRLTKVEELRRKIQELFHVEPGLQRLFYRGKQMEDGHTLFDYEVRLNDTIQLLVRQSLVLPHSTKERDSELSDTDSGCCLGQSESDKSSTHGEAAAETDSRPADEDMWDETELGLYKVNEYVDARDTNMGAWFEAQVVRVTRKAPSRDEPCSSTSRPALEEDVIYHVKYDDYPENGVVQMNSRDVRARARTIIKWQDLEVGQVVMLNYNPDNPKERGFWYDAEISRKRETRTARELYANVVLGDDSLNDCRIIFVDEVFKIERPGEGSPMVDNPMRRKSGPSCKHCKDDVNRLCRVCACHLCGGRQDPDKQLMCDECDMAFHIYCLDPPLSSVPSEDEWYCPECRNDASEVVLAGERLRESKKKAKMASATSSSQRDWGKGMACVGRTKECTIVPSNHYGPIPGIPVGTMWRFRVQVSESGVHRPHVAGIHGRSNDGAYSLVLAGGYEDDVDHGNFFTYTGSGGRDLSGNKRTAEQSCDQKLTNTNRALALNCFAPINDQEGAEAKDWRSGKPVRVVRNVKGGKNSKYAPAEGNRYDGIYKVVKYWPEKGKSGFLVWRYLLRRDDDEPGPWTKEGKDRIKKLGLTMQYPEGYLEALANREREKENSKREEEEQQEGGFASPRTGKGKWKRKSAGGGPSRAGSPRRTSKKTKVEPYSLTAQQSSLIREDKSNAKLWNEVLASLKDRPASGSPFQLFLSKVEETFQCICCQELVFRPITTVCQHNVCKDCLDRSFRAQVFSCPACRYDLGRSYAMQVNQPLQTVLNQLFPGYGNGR
# sPLA2-III inh: Blocks human group III sPLA2 activity; QFRET BODIPY PC-A2 liposome hydrolysis, fluorescence; inhibition, % at 12.2 µM; 370,000 tested, 0.56% active; AID 743126;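 active = inhibition above mean plus 3 SD of compounds lying within the high and low control bounds, cut at about 19% in these data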;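 also: 0% = median of test compound wells and 100% = no enzyme DMSO wells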
# PLC-gamma1 inh: PLC-gamma1 (human) inhibition, primary screen; P19174; purified PLC-gamma1, fluorogenic substrate, fluorescence; inhibition, % at 12.2 µM; 370,000 tested, 0.84% active; in the data active = inhibition above about 9.5%
# Tn6 DDE FP: disrupts Tn6 cyclic peptide binding to fibrin D-Dimer-E complex. Fibrin DD(E) TRITC-Tn6 fluorescence polarization displacement. inhibition, % at 8.3 µM. 370,000 tested, 0.21% active;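 active = inhibition above a per-campaign cutoff: mean of compounds within control limits plus 3 SD, cut at about 15% in these data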;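 also: 0% = median of all compound wells on the plate and 100% = blocking peptide control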
# ARFGAP1 inhibitor: inhibitors of rat ARFGAP1; Arfgap1-stimulated ARF1 GTP hydrolysis, GDP FP detection; 360,000 tested, 0.26% active; Q62848; inhibition, % at 16.5 µM;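 active = inhibition above a per-plate limit, mean inhibition of low control wells plus 3 SD, cut at about 25% in these data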;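 also: 0% = DMSO wells with enzyme and 100% = wells lacking Arfgap1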
# Target sequence (Q62848 1-136 limits assumed): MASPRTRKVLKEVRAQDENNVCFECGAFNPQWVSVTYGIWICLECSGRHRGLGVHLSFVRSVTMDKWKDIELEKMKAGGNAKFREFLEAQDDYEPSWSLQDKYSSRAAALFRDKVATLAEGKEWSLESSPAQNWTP
#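 system = rat Arfgap1 catalytic domain, aa 1-136 | technique = FP, GDP Alexa 633 tracer displaced from anti-GDP antibody, 620/688 nm | compound = one concentration, 16.5 µM, DMSO 1.26% | medium = HEPES-based buffer, pH 7.5 | timing = compound-enzyme preincubation 20 min, reaction 120 min, detection 60 min, 25 °C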
# KLK7 zymogen act: activates the human kallikrein-7 zymogen; P49862; purified proKLK7, EDANS-DABCYL substrate fluorescence; 100% is mature enzyme control, 0% vehicle; activation, % at 7 µM; 370,000 tested, 0.9% active;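 active = activation above the mean of all tested compounds plus 3 SD, computed per campaign excluding outliers beyond control limits, cut at about 13% in these data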
# Tn7 DDE FP: inhibitors of Tn7 peptide binding to human fibrin DD(E); FP displacement of FITC-Tn7 peptide from fibrin DD(E); 0% = median of compound wells per plate; P02675; AID 720508; inhibition, % at 8.3 µM; 370,000 tested, 0.13% active;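 active = inhibition above the mean of compounds falling within the control limits plus 3 SD of them, cut at about 14% in these data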;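 also: 0% = plate median of compound wells and 100% = 10 µM Aha-Tn7 peptide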
#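 system = human fibrin DD(E) protein | quantity = DD(E) 2 µM final | medium = Tris/NaCl/CaCl2 buffer, pH 7.8 | also added = labelled Tn7 tracer, 0.1 µM | compound dosing = single point at 8.3 µM | timing = compound with protein 10 min, then 3 h after probe, room temperature | signal = FP measurement | benchmarks = Aha-Tn7 high control | repeats = one replicate per compound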
# ASAP1 inh: ASAP1 ArfGAP inhibition; Q9ULH1; ASAP1-stimulated ARF1 GTP hydrolysis, GDP FP detection; inhibition, % at 16.5 µM; 360,000 tested, 0.19% active; AID 624377; in the data active = inhibition above about 25%;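 also: 0% = vehicle with enzyme and substrate and 100% = no enzyme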
# NR1D1 modulator: modulators of human Rev-erb alpha DNA binding. 370,000 tested, 0.79% active. P20393. activity, % at 10 µM. Rev-erbα–FITC-DNA binding, fluorescence polarization, 90 min;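 active = activity above about 14%, limit read from the data; passing the limit was not always enough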;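 also: 0% = DMSO wells with 35 nM protein and 100% = DMSO wells with 750 nM protein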
# PLC-beta3 inh: inhibitors of human phospholipase C beta3 | Purified PLC-beta3, fluorogenic substrate, fluorescence | 370,000 tested, 0.18% active | inhibition, % at 12.2 µM | Q01970; in the data active = inhibition above about 11%;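 also: 0% = median of compound wells on plate and 100% = full blocker control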
# * marks the source's active call; other numbers are inactive results. Rows are unselected; any-hit rate near 4.5%.
SMILES,UHRF1 MBD2 ctr,sPLA2-III inh,PLC-gamma1 inh,Tn6 DDE FP,ARFGAP1 inhibitor,KLK7 zymogen act,Tn7 DDE FP,ASAP1 inh,NR1D1 modulator,PLC-beta3 inh
CC(C)(Oc1ccc(Cl)cc1)C(=O)NCc1ccncc1,-0.9,0.1,-4.0,-1.8,-18.7,0.0,-6.4,-2.1,-3.2,1.4
CCCCNC(=O)N(O)C1N(/N=C/c2cccnc2)C(=S)SC1(C)C (stereo not drawn),-0.9,13.4,4.4,-0.1,8.3,-0.3,-3.2,-2.7,2.1,-2.2
O=C(COC(=O)C1COc2ccccc2O1)c1ccccc1 (stereo not drawn),-0.7,2.6,-0.4,1.5,-1.7,-0.3,-1.2,-11.1,-4.1,-0.7
Clc1ccc(CN2CCCCCC2)cc1Cl,2.6,15.9,-0.9,-5.8,7.1,0.4,1.4,9.5,-1.8,-5.4
CCC(C)(C)NC(=O)C(C(C)C)N(CC1CCCO1)C(=O)CNS(=O)(=O)c1ccc(F)cc1 (stereo not drawn),-1.8,0.0,-1.5,7.0,-2.3,-0.2,-3.8,-2.4,-6.2,-6.2
COC(=O)c1ccc(NC(=S)NN2CCOCC2)cc1,-1.4,4.2,3.9,1.4,8.1,-0.4,0.9,3.5,2.6,3.5
Cc1ccc(NC(=S)N(CCN(C)C)C(C)c2cccnc2)cc1 (stereo not drawn),-2.0,-1.5,1.5,1.2,3.5,-0.5,0.2,-3.1,-4.1,6.2
COc1ccc(-c2nc(CCNC(=O)c3ccc(Br)o3)cs2)cc1,-4.0,-7.0,-1.5,0.3,-9.4,1.1,16.8*,-1.0,1.1,1.0
NS(=O)(=O)c1cccc(NC(=O)Nc2ccccc2)c1,0.3,-1.7,3.1,1.2,-4.1,0.4,-1.9,-5.7,-2.6,-3.6
CCN(CC)S(=O)(=O)c1ccc(/C=C/C(=O)OCC(=O)c2c(N)n(C)c(=O)n(C)c2=O)cc1,1.3,-4.7,-0.2,-1.4,-7.5,-0.3,-0.2,-1.1,1.4,-9.9
Cc1cccc2cc(CN(C(=O)c3cccs3)c3ccccc3)c(=O)[nH]c12,2.4,0.3,-0.4,1.2,-9.9,0.0,1.5,6.4,8.9,2.1
Cc1ccc([N+](=O)[O-])c(NC(=O)COC(=O)C2CC3CCCC(C2)C3=O)c1C (stereo not drawn),-1.8,5.0,-0.3,-3.1,3.2,0.4,1.7,-9.9,2.8,-0.7
CCCNC(=O)c1cc(C2CCCCN2C(=O)c2ccc3c(c2)CCO3)on1 (stereo not drawn),0.2,7.0,47.6*,-7.3,13.4,-0.5,1.6,-15.8,-5.3,-0.2
O=C1NCCN(Cc2ccc(Cl)c(F)c2)C1CC(=O)N1CCc2ccccc2C1 (stereo not drawn),2.1,-1.3,-13.6,2.7,5.4,0.2,2.7,-12.2,-3.0,-20.9
CCCCOC(=O)NC1(C)CCS(=O)(=O)C1 (stereo not drawn),1.6,10.0,3.5,-2.8,2.7,0.1,-8.4,-2.5,-2.5,-2.9
Cc1cn(Cc2ccccc2Cn2cc(C)c(=O)[nH]c2=O)c(=O)[nH]c1=O,0.1,-0.9,2.5,-2.8,3.5,-0.1,-5.5,9.2,11.6,4.6
COc1ccc(C(=O)OCC(=O)NC2CC2)cc1S(=O)(=O)N(C)Cc1ccccc1,-2.7,4.4,2.3,4.3,-8.5,0.1,-3.3,-1.4,4.3,1.0
CC(=O)Nc1ccc(NC(=O)c2ccc(-c3c(C)noc3C)c3ccoc23)cc1,-0.1,-5.0,-5.4,3.8,10.6,-0.5,-3.7,8.9,-8.2,-12.6
C=CCn1c(SCC(=O)NC2CCCC2)nnc1-c1ccncc1,-0.5,-1.2,3.6,3.0,-7.4,0.5,-1.2,-9.5,-2.6,-9.9
COc1ccc(OCCSc2nnc(-c3ccccc3)n2N)cc1,0.4,3.6,-1.2,-1.4,2.0,0.2,3.2,-2.9,-3.0,1.6
Cc1cccc(-c2ocnc2C(=O)N2CCN(C(=O)c3cccs3)CC2)c1,0.1,5.2,0.5,3.3,8.4,-0.4,1.8,-3.3,1.5,-3.2
CN(CCc1ccccc1)C(=O)c1cccc(NC(=O)Cc2cccc(NC(=O)C3CCCN(C(=O)C4CCCCC4)C3)c2)c1 (stereo not drawn),0.8,-10.2,0.2,-0.2,7.0,1.0,-2.8,-2.3,4.7,0.0
c1ccc(N2CCN(Cc3ccsc3)CC2)nc1,-2.0,6.8,6.4,3.1,4.3,-0.1,-0.4,-4.0,4.1,6.0
CCOC(=O)C1CCN(C(=O)Cc2cccc3ccccc23)CC1,6.7,5.6,1.1,-0.8,6.6,-0.3,-3.5,0.8,-2.6,0.7
C=CCN=C1N[C@@H](c2cccc(C(F)(F)F)c2)C(C(=O)OC)=C(C)N1CC,9.0,5.6,1.2,-0.1,1.8,0.2,-4.0,0.3,-0.1,1.8
NC1=NC(=O)/C(=C\c2cc([N+](=O)[O-])ccc2Cl)S1,3.4,3.6,1.1,-3.2,8.8,-0.2,-4.2,2.9,-4.3,-1.7
Cc1csc(NC(=O)c2ccncc2)n1,3.2,2.7,-4.4,2.6,0.9,0.2,-3.6,7.3,-6.8,-13.2
N#C/C(C(=O)N1CCCC1)=C1/N=C(N)c2ccccc21,2.6,3.6,8.1,-0.6,-3.5,0.3,-2.5,12.6,4.4,2.4
Cc1ccc(N(CC(=O)NC2CCCCC2)C(=O)Cn2nnc(-c3ccc(C)o3)n2)cc1,4.1,-7.0,4.1,-1.3,-5.9,0.2,4.7,-3.4,-6.8,-1.6
COc1cccc(N2C(=O)CC(NNC(=O)c3cccs3)C2=O)c1 (stereo not drawn),10.1,10.8,4.4,-5.4,4.5,-0.2,-9.2,6.8,0.4,-3.1
Cc1cccc(OCC(=O)Nc2nnc(S(=O)(=O)N3CCC(C)CC3)s2)c1,-0.1,-8.9,-1.5,5.2,-7.3,0.5,3.0,3.3,-3.5,5.9
COCCCN(C(=O)Cc1csc(-c2cccc(Cl)c2)n1)c1c(N)n(Cc2ccccc2)c(=O)[nH]c1=O,-0.3,-3.8,-9.5,0.2,5.9,0.2,-3.1,-10.6,-5.1,-11.9
Cc1nnc(-c2cccc(C(F)(F)F)c2)nc1N1CCOCC1,0.3,1.5,-0.2,-3.4,5.3,0.1,4.3,5.8,1.2,-3.5
CC1=C(C(=O)N(C)C)CC(CC(=O)NC2CCCC2)C(=O)N1CCC1=CCCCC1 (stereo not drawn),-1.2,5.8,4.5,1.4,6.2,0.6,0.1,5.2,2.3,2.7
Cc1cccnc1NC(=S)Nc1ccc(Cl)c(Cl)c1,-1.4,9.3,0.3,11.8,-4.1,0.1,8.6,8.2,-3.2,1.1
CC1CCCCN1C(=O)CN(C)S(=O)(=O)c1cccc2nsnc12 (stereo not drawn),-1.6,1.5,4.0,2.6,-8.8,-0.2,1.2,15.1,-2.4,-5.3
COc1ccc(NC(=O)c2cc(-c3ccccn3)nc3ccccc23)cc1S(=O)(=O)N(C)C,-0.7,-3.8,-7.9,-2.8,-0.5,-0.6,-6.4,4.0,-4.4,-7.5
O=C(O)c1cccnc1SCc1cn2cc(Br)ccc2n1,3.1,4.7,-0.4,6.7,-1.9,0.2,-1.8,9.9,-1.4,-1.8
CCOc1cc(C2C(C#N)=C(N)Oc3n[nH]c(-c4ccccc4)c32)ccc1O (stereo not drawn),-10.5,-32.0,-2.1,5.2,10.2,1.1,4.9,1.6,-3.8,0.3
CC(=O)C1=C(O)C(=O)N(Cc2ccccc2)C1c1ccc(F)cc1 (stereo not drawn),-6.5,-6.6,-2.9,4.9,2.1,0.4,0.2,-16.8,4.2,-5.1

# One compound at a time (already shown). Order of screens: UHRF1 MBD2 ctr | sPLA2-III inh | PLC-gamma1 inh | Tn6 DDE FP | ARFGAP1 inhibitor | KLK7 zymogen act | Tn7 DDE FP | ASAP1 inh | NR1D1 modulator | PLC-beta3 inh
# Cc1ccc(N(CC(=O)NC2CCCCC2)C(=O)Cn2nnc(-c3ccc(C)o3)n2)cc1 is listed as 4.1 | -7.0 | 4.1 | -1.3 | -5.9 | 0.2 | 4.7 | -3.4 | -6.8 | -1.6
# COc1ccc(NC(=O)c2cc(-c3ccccn3)nc3ccccc23)cc1S(=O)(=O)N(C)C is listed as -0.7 | -3.8 | -7.9 | -2.8 | -0.5 | -0.6 | -6.4 | 4.0 | -4.4 | -7.5
# CCOC(=O)C1CCN(C(=O)Cc2cccc3ccccc23)CC1 is listed as 6.7 | 5.6 | 1.1 | -0.8 | 6.6 | -0.3 | -3.5 | 0.8 | -2.6 | 0.7

# (cont.)
SMILES,UHRF1 MBD2 ctr,sPLA2-III inh,PLC-gamma1 inh,Tn6 DDE FP,ARFGAP1 inhibitor,KLK7 zymogen act,Tn7 DDE FP,ASAP1 inh,NR1D1 modulator,PLC-beta3 inh
C[N+]1(CCCCCCC(=O)/C=N/O)CCCCCC1,-0.8,6.9,0.7,1.1,-16.4,-0.1,-2.0,-12.9,-5.0,0.5
Cc1cccc(C)c1NC(=O)CN(C)C(=O)CSC(=S)N1CCCC1,-0.9,5.1,0.2,3.2,-8.4,-0.3,-5.2,16.5,-1.4,1.5
Cc1ccc(S(=O)(=O)NC(CC(=O)N2CCOCC2)c2ccco2)cc1 (stereo not drawn),-2.6,8.2,7.8,8.4,3.6,0.5,3.8,-0.7,-0.1,-0.4
Cc1ccc(-c2nc(SC(C)C(=O)c3c(N)n(C)c(=O)n(C)c3=O)n[nH]2)cc1 (stereo not drawn),-2.1,-6.2,-0.6,-7.1,-6.3,0.8,-0.9,8.0,-4.7,-5.2
O=C(Nc1cccnc1)c1cccc(S(=O)(=O)N2CCCC2)c1,-1.5,4.2,1.7,5.2,5.4,0.2,5.2,0.3,-0.8,-11.1
NC(=O)C1CCN(C(=O)CCc2nc3ccccc3c(=O)[nH]2)CC1,-2.2,2.7,1.1,2.3,-2.0,0.6,-3.9,1.9,1.3,3.8
CCNc1ncnc2c1cnn2C1CCCO1 (stereo not drawn),4.7,-1.6,2.0,-3.7,-10.2,-0.6,-0.7,-5.0,3.4,1.5
CC(C)(C)c1n[nH]c2c1CCCC2,3.1,4.9,1.0,5.2,-5.5,0.2,0.4,-2.9,1.9,1.5
Cc1ccc(NC(=O)CCN2CCC(C)CC2)cc1,1.4,1.0,5.5,5.3,1.9,0.1,-4.8,1.1,2.7,0.2
CCOC(=O)c1c(NC(=O)C2(C)Cc3ccccc3C(=O)O2)sc2c1CCCC2 (stereo not drawn),4.2,-8.1,-1.0,-5.7,-1.5,-13.8,0.7,-10.8,-3.5,-5.0
c1ccc2c(c1)CC1(CCCCC1)n1nnnc1-2,-2.1,3.6,-2.5,9.6,5.9,0.1,5.8,-3.7,2.3,1.6
COc1ccc(OCCN2C(=O)NC3(CCc4ccccc4C3)C2=O)cc1 (stereo not drawn),-0.5,0.7,-0.3,3.6,0.5,0.3,7.5,-11.1,-2.5,-0.1
